Source: PubChem (The Scripps Research Institute Molecular Screening Center)
Tn6 DDE FP = DD(E)-Tn6 binding inhibition, primary FP screen. P02675. Fibrin DD(E) TRITC-Tn6 fluorescence polarization displacement. inhibition, % at 8.3 µM. actives 0.21% (n = 370,000). AID 720509;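 active means inhibition above a per-campaign cutoff: mean of compounds within control limits plus 3 SD, cut at about 15% in these data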;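 further: 0% = median of all compound wells on the plate and 100% = blocking peptide control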
PRMT1 inh = PRMT1 (human) inhibition, primary screen | recombinant PRMT1, activity-based probe fluorescence polarization | inhibition, % at 2.79 µM | actives 1.3% (n = 370,000) | AID 652257;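 active means inhibition above about 21% made by adding two undisclosed values, limit read from the data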
TCR-CD3 inh = inhibitors of human TCR-CD3 interaction. TAMRA-labeled TCR probe fluorescence, biochemical. inhibition, % at 9.4 µM. actives 0.37% (n = 360,000); in the data active means inhibition above about 19%;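 further: recombinant mutant TCR 2C K166C tagged with TAMRA read by polarization; 0% = receptor in buffer alone and 100% = receptor with positive control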
Tn7 DDE FP = inhibitors of Tn7 peptide binding to human fibrin DD(E); FP displacement of FITC-Tn7 peptide from fibrin DD(E); 0% = median of compound wells per plate; inhibition, % at 8.3 µM; actives 0.13% (n = 370,000); AID 720508;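 active means inhibition above the mean of compounds falling within the control limits plus 3 SD of them, cut at about 14% in these data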;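 further: 0% = plate median of compound wells and 100% = 10 µM Aha-Tn7 peptide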
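Assay system: Fibrin-DD(E) protein isolated from polymerized human fibrin clots; read-out basis: percent inhibition; medium: Tris/NaCl/CaCl2 buffer, pH 7.8; signal: FP measurement; incubation: 10 min plus 3 h, room temperature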
LEDGF integ inh = blocks HIV-1 LEDGF/p75-dependent DNA integration | TR-FRET IN-LEDGF/p75 DNA integration, Eu/Cy5 | inhibition, % at 3.7 µM | actives 0.64% (n = 370,000) | AID 743269;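 active means inhibition above the screen-wide mean plus 3 SD, cut at about 13% in these data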;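 further: signal is the Cy5 over europium emission ratio at 671 and 618 nm; 0% = plate median of compound wells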
MBD2 inh = blocks human MBD2 binding to methylated DNA | actives 0.31% (n = 370,000) | TR-FRET, MBD2 binding to methylated oligonucleotide | inhibition, % at 4.4 µM; in the data active means inhibition above about 13%
SIAE primary = human SIAE inhibition, primary screen. Q9HAT2. SIAE FP-Rh probe binding, fluorescence polarization. inhibition, % at 9.66 µM. actives 0.69% (n = 370,000);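 active means inhibition above a cutoff: mean of compounds within the control limits plus 3 SD of those, cut at about 17% in these data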;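 further: 0% = plate median of compound wells and 100% = probe without SIAE protein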
Target sequence (Q9HAT2 whole entry, looked up): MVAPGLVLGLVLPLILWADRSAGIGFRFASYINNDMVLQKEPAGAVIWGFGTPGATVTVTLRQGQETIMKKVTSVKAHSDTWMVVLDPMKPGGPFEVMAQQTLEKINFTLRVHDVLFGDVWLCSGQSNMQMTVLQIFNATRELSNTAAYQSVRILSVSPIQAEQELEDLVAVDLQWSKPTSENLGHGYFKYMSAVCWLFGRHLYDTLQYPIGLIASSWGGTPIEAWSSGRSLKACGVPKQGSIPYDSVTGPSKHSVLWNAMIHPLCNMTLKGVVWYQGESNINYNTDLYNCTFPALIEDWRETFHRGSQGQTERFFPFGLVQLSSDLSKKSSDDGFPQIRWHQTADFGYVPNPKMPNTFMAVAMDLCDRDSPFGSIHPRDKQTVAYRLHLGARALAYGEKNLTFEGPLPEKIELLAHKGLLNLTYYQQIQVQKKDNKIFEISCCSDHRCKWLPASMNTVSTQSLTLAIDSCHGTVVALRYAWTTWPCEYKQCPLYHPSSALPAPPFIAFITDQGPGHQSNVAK
UHRF1 binding = human UHRF1 methylated DNA binding inhibitors; Q96T88; UHRF1 binding to methylated oligo, TR-FRET; inhibition, % at 4.4 µM; actives 0.75% (n = 370,000); in the data active means inhibition above about 21%;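 further: UHRF1 SRA domain binding a hemimethylated CpG hairpin DNA probe; 0% = median of test compound wells and 100% = reference inhibitor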
TDP2 inh = TDP2 (human) inhibition, absorbance primary screen. O95551. recombinant TDP2, T5PNP hydrolysis, p-nitrophenol absorbance 415 nm. inhibition, % at 12.8 µM. actives 0.34% (n = 370,000). AID 720702;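 active means inhibition above the mean of all tested compounds plus 3 SD, set per campaign, cut at about 25% in these data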;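 further: 0% = DMSO with enzyme and 100% = buffer with substrate but no TDP2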
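Material: recombinant human TDP2; quantity: TDP2 enzyme at 120 nM final; medium: Tris-HCl pH 7.5 with MgCl2; compound: single concentration, 12.8 µM nominal, with 1% DMSO; incubation: 2 h enzyme incubation at 37 °C; signal: epi absorbance; measure: percent inhibition; benchmarks: high control without enzyme, low control DMSO plus TDP2; repeats: singlicate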
proKLK7 act = activates the human kallikrein-7 zymogen; P49862; purified proKLK7, EDANS-DABCYL substrate fluorescence; 100% is mature enzyme control, 0% vehicle; activation, % at 7 µM; actives 0.9% (n = 370,000); AID 652039;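 active means activation above the mean of all tested compounds plus 3 SD, computed per campaign excluding outliers beyond control limits, cut at about 13% in these data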
Target sequence (P49862 whole entry, looked up): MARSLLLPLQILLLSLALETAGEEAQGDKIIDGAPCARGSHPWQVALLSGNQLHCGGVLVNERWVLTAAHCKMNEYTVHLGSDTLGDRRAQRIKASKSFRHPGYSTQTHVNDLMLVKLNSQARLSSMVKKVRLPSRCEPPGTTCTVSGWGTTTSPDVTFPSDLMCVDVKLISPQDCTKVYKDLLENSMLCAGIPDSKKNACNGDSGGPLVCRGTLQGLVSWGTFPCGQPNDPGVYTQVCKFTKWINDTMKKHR
Starred values were filed as active, the others as inactive; / = no result given. Outcome played no part in choosing rows; any-hit rate near 4.6%.

Tn6 DDE FP,PRMT1 inh,TCR-CD3 inh,Tn7 DDE FP,LEDGF integ inh,MBD2 inh,SIAE primary,UHRF1 binding,TDP2 inh,proKLK7 act,Compound
-6,-1,1,-6,2,7,7,0,4,-0.8,O=P(COCCO)(c1ccccc1)c1ccccc1
12,0,7,-4,6,-7,-4,-1,8,0.3,O=Cc1ccc(OCC(=O)N2CCc3ccccc32)c(Br)c1
-5,-2,0,1,-1,5,-6,-1,3,0.3,COCCCNC(=O)c1ccc(N(C)S(C)(=O)=O)cc1
-6,3,1,8,-3,0,-4,27*,-3,0.4,CC(C)Oc1ccc(CCC(=O)N/N=C/c2ccncc2)cc1
0,-1,7,0,1,5,0,0,2,0.6,COCCOC(=O)C1=C(C)NC(=O)CC1c1cc2c(cc1Br)OCO2 (stereo not drawn)
-2,0,0,-4,2,-4,-1,0,-10,0.4,O=C(COC(=O)Cc1ccc(S(=O)(=O)N2CCOCC2)s1)Nc1ccc(OC(F)F)cc1
2,5,-9,-7,-2,-1,-5,2,-9,-0.1,O=C(CC(CC(=O)c1ccccc1)c1ccco1)c1ccccc1
-5,0,-3,-3,-1,1,10,-2,0,0.3,O=C(NN1C(=O)NC2(CCCCC2)C1=O)c1cc2cc(Cl)ccc2o1
0,7,-11,-1,1,8,5,4,-11,0.2,Cc1cccc(NC(=S)N/N=C(\c2ccccc2)C(C)C)c1
0,-1,5,-2,3,3,2,-3,2,48*,CC1(C)CC(=O)c2cc(OCC(=O)NCc3cccnc3)ccc2O1
4,-4,-2,8,2,-3,0,-1,-1,-0.4,CC(=O)c1ccc(Oc2ccc(C(C)=O)cc2)cc1
3,0,5,-4,0,-3,4,-1,-2,-3.1,Cc1cccc([C@@H]2[C@@H]3C(=O)N(C)C(=O)[C@@H]3[C@@H]3C(=O)Nc4ccccc4C(=O)N23)c1
-5,-3,-5,-3,2,-2,-4,-1,0,-0.2,OC[C@@H]1CN(Cc2ccc(-c3ccccc3)cc2)C[C@H](n2cnc3c(NC4CCC4)ncnc32)O1
3,0,3,2,-1,-2,2,-4,-1,0.7,COc1cc(/C=N\NC(=O)CNC(=O)c2cccc([N+](=O)[O-])c2)ccc1O
-4,-2,-1,-3,7,-5,-2,0,-4,0.3,COc1ccc(-c2cc(=O)c3c(O)c(OC)c(OC)c(OC)c3o2)cc1
-4,2,-5,2,-5,3,-12,-1,-4,0.7,COc1cc(-c2nnc(SCC(=O)N(Cc3ccccc3)C(C)(C)C)o2)cc(OC)c1OC
-8,-3,2,-2,2,9,-5,-1,12,-0.2,CCN(CC)S(=O)(=O)c1cccc(S(=O)(=O)c2cccc(S(=O)(=O)N(CC)CC)c2)c1
0,-3,4,-6,6,-6,1,1,-5,17*,CC1=C(C#N)C(c2cccnc2)C2=C(CCCC2=O)N1 (stereo not drawn)
-1,3,8,-4,-2,1,29*,-3,4,0.7,O=C(N=Nc1c(O)[nH]c2c(Cl)cc(Cl)cc12)c1ccccc1O
5,34*,-5,-2,0,2,-26,6,-12,-1.4,N#Cc1ccc(-c2ccccc2)nc1SCC(=O)c1cc2ccccc2oc1=O
0,2,0,0,-1,2,1,3,14,-0.4,Cc1ccc(S(=O)(=O)c2ccc(Oc3ccccc3)cc2)cc1
-2,2,0,9,-1,0,3,3,-3,-0.7,CCOC(=O)c1c(C)nn(Cc2cccc(Cl)c2)c1N
-2,-2,8,5,3,1,3,-1,10,-0.2,COc1ccccc1C(=O)COC(=O)CN1C(=O)NC2(CCCC2)C1=O
6,1,4,-2,0,0,2,0,-3,0.4,CCc1cc(=O)oc2cc(OCC(=O)N3CC[C@@]4(O)CCCC[C@H]4C3)ccc12
2,0,3,-1,-1,0,-2,-1,6,0.1,Cc1cc(NC(=O)CCC(=O)N(Cc2ccco2)C(C(=O)NC2CCCC2)c2ccc(F)cc2)no1 (stereo not drawn)
5,0,3,6,0,1,-1,0,-11,-0.4,CCOCCCNC(=O)C1(O)c2ccccc2NC(=O)N1c1ccc(Cl)c(Cl)c1 (stereo not drawn)
-5,-1,5,0,1,2,-3,-1,-3,1.1,COc1c(C(=O)Nc2ccc(Cc3ccncc3)cc2)ccc2ccccc12
1,-3,-4,4,4,-4,0,1,-8,0.5,COc1ccc(S(=O)(=O)NC(=O)C2(C)CCN2C(=O)Cc2ccccc2Cl)cc1 (stereo not drawn)
2,2,-5,1,2,2,3,2,4,0.4,COc1cc2nc(C(C)(C)C)oc(=O)c2cc1OC
0,2,17,1,-1,-6,7,1,4,-0.1,Cc1cccc(OCC(O)CN2CCN(S(=O)(=O)c3ccc(C)cc3C)CC2)c1 (stereo not drawn)
2,-3,-2,-1,0,0,-9,2,8,-0.5,COc1ccc(C(=O)c2sc3nc(C)cc(-c4cccs4)c3c2N)cc1OC
2,5,-2,1,-3,1,9,-1,9,0.1,CCCN(CC1CC1)c1cc2c(c3c1ccn3C)C1CCC2C1 (stereo not drawn)
1,-2,-3,-3,1,2,5,6,-4,-0.4,Cc1onc(NC(=O)c2ccc(Cl)cc2Cl)c1Br
0,-2,-4,0,6,0,-1,-2,10,-0.6,Cc1c(C(=O)N2CCC[C@H]2C(N)=O)oc2c(F)cccc12
-3,8,/,-1,-6,0,4,0,5,0.5,C=C(C)C#CC(Cc1ccccc1)NCC1CC1 (stereo not drawn)
8,-4,-1,2,-1,0,2,0,10,0.0,O=C(Nc1cccc2ncccc12)c1cccc(Br)c1
-11,-2,5,-5,2,-1,-1,-2,7,0.2,CCOCN(C(=O)Cn1c(C(C)O)nc2ccccc21)c1c(C)cccc1CC (stereo not drawn)
-4,1,5,-1,1,2,-1,3,7,0.0,Cc1ccccc1NC(=O)c1ocnc1C
1,2,-2,2,2,-2,1,5,-7,-1.4,O=[N+]([O-])c1cc([N+](=O)[O-])c(Oc2cccc3ccccc23)cc1NN1CCCCC1
3,-2,2,-11,-2,-6,1,1,-3,0.3,COc1ccc(-n2ccsc2=S)cc1
2,-1,5,-5,0,1,-25,4,-7,-0.6,COc1ccc(S(=O)(=O)N(CC(=O)Nc2ccc(S(=O)(=O)N3CCOCC3)cc2)Cc2ccc(F)cc2)cc1
13,-5,/,-7,-2,-1,-1,-1,1,0.4,O=C(C1CCCN1S(=O)(=O)c1cccc([N+](=O)[O-])c1)N1CCN(c2ccccc2)CC1 (stereo not drawn)
3,-1,4,4,1,5,1,0,-5,0.4,C=CCC(NCCCO)c1cccc(OC)c1OC (stereo not drawn)
-1,6,-7,7,-2,5,1,1,-6,-0.8,CCCCNC(=O)N(O)C1N(/N=C/c2ccccc2O)C(=S)SC1(C)C (stereo not drawn)
0,1,4,6,-2,-1,2,-2,-6,-0.1,COc1ccc(OCCCCOc2ccccc2Cl)cc1
-6,1,2,-5,0,-4,-1,-1,5,-0.1,O=C(Nc1nnc(-c2ccccc2F)s1)C1CCCO1 (stereo not drawn)
4,-5,4,-9,2,-7,-7,-1,9,-0.1,CCCN(CC(=O)Nc1ccccc1OC)C(=O)c1nc2nc(C)ccn2n1
-1,1,4,3,1,-2,-2,-1,16,0.3,CCn1c(SCC(=O)N2CCc3ccccc32)nnc1-c1ccco1
3,-1,-3,5,-3,2,-3,2,-10,-0.7,CNC(=O)COc1ccc2oc3c(c2c1)CCCC3
-3,4,-4,3,-1,6,0,3,-6,-1.4,COc1ccc(CCN2CC(C(=O)NC3CCCCC3)CC2=O)cc1OC (stereo not drawn)

2 of these compounds, set out differently:
C=CCC(NCCCO)c1cccc(OC)c1OC (stereo not drawn)
  Tn6 DDE FP: 3
  PRMT1 inh: -1
  TCR-CD3 inh: 4
  Tn7 DDE FP: 4
  LEDGF integ inh: 1
  MBD2 inh: 5
  SIAE primary: 1
  UHRF1 binding: 0
  TDP2 inh: -5
  proKLK7 act: 0.4

COc1ccc(OCCCCOc2ccccc2Cl)cc1
  Tn6 DDE FP: 0
  PRMT1 inh: 1
  TCR-CD3 inh: 4
  Tn7 DDE FP: 6
  LEDGF integ inh: -2
  MBD2 inh: -1
  SIAE primary: 2
  UHRF1 binding: -2
  TDP2 inh: -6
  proKLK7 act: -0.1

As a short view, two of the compounds above:
Tn6 DDE FP,PRMT1 inh,TCR-CD3 inh,Tn7 DDE FP,LEDGF integ inh,MBD2 inh,SIAE primary,UHRF1 binding,TDP2 inh,proKLK7 act,Compound
5,0,3,6,0,1,-1,0,-11,-0.4,CCOCCCNC(=O)C1(O)c2ccccc2NC(=O)N1c1ccc(Cl)c(Cl)c1 (stereo not drawn)
-5,-1,5,0,1,2,-3,-1,-3,1.1,COc1c(C(=O)Nc2ccc(Cc3ccncc3)cc2)ccc2ccccc12

Other records.
Tn6 DDE FP,PRMT1 inh,TCR-CD3 inh,Tn7 DDE FP,LEDGF integ inh,MBD2 inh,SIAE primary,UHRF1 binding,TDP2 inh,proKLK7 act,Compound
1,3,1,-1,16*,3,-7,1,3,-0.5,O=C(Nc1nccs1)Oc1ccccc1
-2,5,/,0,-1,1,9,0,-2,/,COC(=O)CNC(=O)CNC1(C(=O)NCCc2c[nH]c3ccccc23)CCCCC1
3,-2,4,-1,-1,-2,-2,21*,12,0.5,CCn1c(=O)cc(SCC(=O)NCCCN2CCN(c3ccc(F)cc3)CC2)c2ccccc21
5,0,3,-6,-1,4,-9,2,-1,-0.2,Cc1nn(C)cc1C(C(=O)NC1CCCCC1)N(C(=O)Cc1cccs1)c1ccc(Cl)cc1 (stereo not drawn)
7,0,-5,7,-3,2,-9,2,0,-0.3,O=C(c1cnccn1)N(Cc1cccs1)C1(C(=O)NC2CCCCC2)CCCCC1
-3,-3,5,-1,-2,2,-3,-2,-6,0.4,O=C(C[C@@H]1C/C=C/CC[C@@H](Cc2ccc(F)cc2)C(=O)OC[C@H](Cc2ccccc2)NC1=O)N[C@H](CO)Cc1ccccc1
10,4,-1,-1,1,5,9,3,6,0.0,CCn1c(N)nc2c1c(=O)n(C)c(=O)n2C
6,-1,3,6,-2,4,2,10,-1,0.4,Cc1cc([N+](=O)[O-])nn1CC(=O)Nc1ccc(Cl)cn1
2,0,-2,0,2,-4,-1,-1,11,-0.2,CCC(C)NC(=O)C1CCN(S(=O)(=O)N2CCCC2)CC1 (stereo not drawn)
-9,-5,-2,-5,5,3,-11,1,-10,-0.1,Cc1ccccc1Nc1nc(N)nc(COC(=O)CCNS(=O)(=O)c2ccccc2)n1
1,4,-1,0,3,-1,10,-7,0,0.5,COc1cc(NC(C)CCc2ccccc2)cc(OC)c1OC (stereo not drawn)
2,73*,15,-10,11,1,3,10,-7,-0.1,COc1ccccc1OCC(=O)Nc1nnc(-c2ccco2)s1
2,0,0,2,-6,-1,3,0,2,-0.1,COc1cc2c(cc1OC)C(c1cc(Br)c(OC)c(OC)c1)CC(=O)N2 (stereo not drawn)
-7,0,-5,-7,3,1,-7,-1,-8,-0.2,COc1ccc(CC(N)c2csc(NC(=O)NCc3ccccc3)n2)cc1 (stereo not drawn)
0,2,-1,0,3,2,-13,4,-12,-0.7,COc1ccccc1C(=O)Nc1cccc(Oc2c(F)c(F)c(F)c(F)c2F)c1
2,0,-3,1,1,5,-1,13,6,0.0,Cc1ccc(NS(=O)(=O)c2ccc(C)c(NC(=O)COc3ccccc3)c2)c(C)c1
